High-throughput results: PubChem BioAssay, several laboratories
E coli Lon inh: E. coli protease La inhibition | purified E. coli Lon protease, fluorescence polarization | inhibition, % at 7.94 µM | AID 602123 | 360,000 tested, 0.42% active | P0A9M0; in the data active = inhibition above about 13%, passing the limit was not always enough;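 note: 0% = enzyme with probe and DMSO and 100% = no enzyme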
SUMO1 PPI mod: SUMO1-SIM interaction modulation; P63165; SUMO1 binding to a labelled peptide, TR-FRET, 1 h; inhibition, % at 20 µM; 360,000 tested, 0.33% active; in the data active = inhibition above about 37%
bovine MsrA act: activators of bovine methionine sulfoxide reductase A. purified bovine MsrA, absorbance read-out. activation, % at 10.6 µM. 360,000 tested, 0.3% active; in the data active = activation above about 7.5%;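 note: 0% = vehicle and 100% = reference activator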
TbMetRS inhib: blocks T. brucei methionyl-tRNA synthetase activity; purified T. brucei MetRS, ATP depletion, Kinase-Glo luminescence; inhibition, % at 11.9 µM; 360,000 tested, 0.4% active;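 active = inhibition above a per-plate cutoff of the control wells' mean inhibition plus 3 SD, cut at about 5.5% in these data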;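 note: 0% = DMSO wells median and 100% = median of wells with control inhibitor compound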
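Measured by: Kinase-Glo luciferase luminescence reporting remaining unconsumed ATP. Material: purified T. brucei MetRS enzyme. Doses: 11.9 µM compound single dose, 0.9% DMSO. Medium: HEPES buffer containing pyrophosphatase, BSA, spermine, DTT. Times: 15 min preincubation, 2 h reaction, all 25 °C. Reagent: methionine, ATP and bulk E. coli tRNA.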
CendR NRP1 mod: modulators of CendR peptide binding to human neuropilin-1; O14786; FAM-RPARPAR peptide binding to NRP-1, fluorescence polarization; inhibition, % at 25 µM; 360,000 tested, 0.85% active; AID 602438;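 active = inhibition or corrected inhibition above about 18%, plus a signal ratio from 0.5 to 1.5, limit read from the data, passing the limit was not always enough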; note: strong numbers were not always called active
MsrA inh: inhibits bovine methionine sulfoxide reductase A | purified bovine MsrA, absorbance read-out | inhibition, % at 15.5 µM | 360,000 tested, 0.75% active | AID 651718; in the data active = inhibition above about 4.5%;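 note: 0% = vehicle wells with enzyme and 100% = reference inhibitor wells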
LMPTP inh: blocks human LMPTP phosphatase; recombinant LMPTP-A, OMFP fluorogenic substrate, fluorescence intensity; inhibition, % at 20 µM; 360,000 tested, 0.22% active; P24666;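 active = compounds that cut the enzyme signal by at least half of the control window in the single-dose screen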;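 note: plate controls were DMSO wells with enzyme plus substrate for no effect and substrate without enzyme for full effect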
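Buffer or medium: Bis-Tris pH 6.0, DTT, detergent; Assay system: LMPTP-A enzyme; Quantity: 0.625 nM enzyme; Detection: endpoint fluorescence intensity; Times: 50 min dark incubation at room temperature; Controls: substrate-only low control, DMSO enzyme-plus-substrate high control; Doses: single 20 µM dose; Read-out: percent inhibition versus substrate-only and uninhibited controls; Reagent: 400 µM OMFP.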
STEP inh: STEP (human) phosphatase inhibition; P54829; recombinant STEP, OMFP fluorogenic substrate, fluorescence; inhibition, % at 20 µM; 360,000 tested, 0.25% active; AID 588621;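 active = inhibition at 20 µM, scaled per plate between control wells, above about 37%, limit read from the data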;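 note: 0% = DMSO with enzyme and substrate and 100% = substrate only without enzyme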
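Assay system: isolated STEP enzyme. Buffer or medium: pH 6.0 Bis-Tris with DTT and Tween 20. Also added: fluorogenic phosphatase substrate OMFP at 25 µM final. Dosing: 20 µM, 1% DMSO. Timing: 20 min reaction, room temperature, in the dark. Measured by: fluorescence intensity, excitation 480 nm, emission 540 nm. Evaluation: normalized % inhibition.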
DNMT1 inh: DNMT1 (human) enzyme inhibition; 360,000 tested, 0.83% active; AID 588458; DNMT1 molecular beacon, Hinp1I cleavage, fluorescence; inhibition (reported as % activation of signal), % at 10 µM; in the data active = inhibition above about 50%
Target sequence (P26358 504-1616 limits assumed): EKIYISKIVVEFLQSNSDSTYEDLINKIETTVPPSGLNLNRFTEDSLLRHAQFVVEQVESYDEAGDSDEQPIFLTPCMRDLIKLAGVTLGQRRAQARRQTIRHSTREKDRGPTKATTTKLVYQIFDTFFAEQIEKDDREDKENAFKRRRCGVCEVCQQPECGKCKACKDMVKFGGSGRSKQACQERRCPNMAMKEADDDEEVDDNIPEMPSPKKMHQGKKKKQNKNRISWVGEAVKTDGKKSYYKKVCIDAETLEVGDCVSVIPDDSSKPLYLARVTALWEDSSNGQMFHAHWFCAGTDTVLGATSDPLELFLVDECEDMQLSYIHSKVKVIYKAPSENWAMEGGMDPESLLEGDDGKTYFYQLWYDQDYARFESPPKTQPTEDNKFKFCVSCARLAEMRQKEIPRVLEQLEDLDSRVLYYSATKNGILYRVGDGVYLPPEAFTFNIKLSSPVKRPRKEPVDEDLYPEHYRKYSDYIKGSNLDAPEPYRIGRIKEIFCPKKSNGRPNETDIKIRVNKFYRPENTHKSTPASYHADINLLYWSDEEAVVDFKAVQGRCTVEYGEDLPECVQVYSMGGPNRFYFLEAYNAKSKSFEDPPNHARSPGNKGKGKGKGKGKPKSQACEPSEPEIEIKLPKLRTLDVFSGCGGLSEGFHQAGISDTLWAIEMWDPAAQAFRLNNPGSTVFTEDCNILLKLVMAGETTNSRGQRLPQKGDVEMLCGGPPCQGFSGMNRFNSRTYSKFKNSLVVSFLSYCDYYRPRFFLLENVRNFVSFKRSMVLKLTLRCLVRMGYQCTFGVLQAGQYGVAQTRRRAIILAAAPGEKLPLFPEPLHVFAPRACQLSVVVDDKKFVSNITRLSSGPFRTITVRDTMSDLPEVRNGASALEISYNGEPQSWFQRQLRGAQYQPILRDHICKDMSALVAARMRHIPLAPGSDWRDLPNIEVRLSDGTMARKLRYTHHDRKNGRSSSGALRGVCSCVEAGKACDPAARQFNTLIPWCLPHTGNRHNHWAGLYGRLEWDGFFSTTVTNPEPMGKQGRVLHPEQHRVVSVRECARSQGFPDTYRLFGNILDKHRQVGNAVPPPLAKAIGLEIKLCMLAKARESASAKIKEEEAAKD
Scp1 inh: inhibitors of human Scp-1 phosphatase. Q9GZU7. Recombinant Scp1, phosphopeptide, malachite green phosphate absorbance. inhibition, % at 20 µM. 340,000 tested, 0.88% active. AID 493091;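 active = inhibition above about 50% at 20 µM, limit read from the data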;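 note: plate controls were DMSO wells with enzyme for no effect and wells lacking enzyme for full effect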
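Incubation: 45 min enzyme reaction at room temperature / System: truncated SCP-1 phosphatase (76-261aa) / Reagent: Phospho 17-mer peptide substrate / Buffer or medium: Acidic Tris acetate buffer with magnesium and detergent / Signal: absorbance at 630 nm / Doses: one concentration, 20 µM, with 1.0% DMSO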
Active calls of the source: *; · = not tested or not shown. Not a hit list; about 4.3% have a hit in one of these screens.

SMILES | E coli Lon inh | SUMO1 PPI mod | bovine MsrA act | TbMetRS inhib | CendR NRP1 mod | MsrA inh | LMPTP inh | STEP inh | DNMT1 inh | Scp1 inh
O=C(O)CCCC(=O)Nc1cccc(C(F)(F)F)c1 | -12 | 1 | -3 | -0.1 | -9 | -0.7 | -1.1 | -2 | -1 | -2
O=P1(O)C=C(c2ccccc2)NC(c2ccccc2)=C1 | 1 | 0 | -1 | 0.1 | 6 | -0.4 | -0.3 | -2 | 5 | 8
CCOC(=O)CSc1nc2ccccc2n1C(=O)OCC | -21 | -2 | -3 | -0.1 | -52 | 1.1 | -0.3 | -2 | -1 | -4
O=C(CN1CCc2cc3c(cc2C1)OCCCO3)Nc1cccc([N+](=O)[O-])c1 | 0 | -15 | -12 | -1.5 | -8 | 1.0 | 2.0 | 1 | -9 | 1
O=C(CCC(=O)N1CCSc2ccccc21)NCc1cccc(Cl)c1 | 5 | 5 | 0 | -0.7 | -8 | 0.3 | 1.0 | -2 | -1 | 3
CSc1nc2ccccc2n1CC(=O)Nc1ccccc1 | -2 | -1 | 3 | 0.1 | 9 | -1.3 | -0.8 | 0 | 3 | 0
CC[C@]12C(=O)N(C)C[C@H]([C@@H]3C(=O)N(Cc4ccccc4)C(=O)[C@@H]31)N2C(=O)c1ccc(C(C)(C)C)cc1 | 12 | -1 | -2 | -0.4 | 10 | 0.5 | -2.7 | -4 | 3 | 0
CC1(C(=O)NS(=O)(=O)c2ccc(C#N)cc2)CCN1C(=O)Cc1cccc2ccccc12 (centres undefined) | -7 | -2 | 0 | 0.0 | -12 | -0.2 | 1.3 | -1 | 2 | ·
Cc1ccc(-c2noc(CNCCCN(C)C)n2)cc1 | 3 | 3 | -1 | -0.6 | 16 | -0.9 | -5.1 | -2 | -7 | 0
CCNC(=O)C[C@@H]1C=C[C@@H](NS(=O)(=O)c2ccc(F)cc2)[C@@H](CO)O1 | · | 9 | · | -0.2 | -6 | 0.9 | -1.8 | · | · | ·
S=c1[nH]nc(-c2ccccn2)n1/N=C/c1ccco1 | 2 | 11 | -2 | -0.6 | -13 | -1.0 | -3.4 | -4 | 7 | 10
CN(C)CCN(C)C1CN(Cc2ccc(F)cc2)S(=O)(=O)C1 (centres undefined) | 9 | 2 | -5 | 0.1 | 12 | 0.6 | 1.8 | 3 | 12 | ·
CCOP(=O)(OCC)C(Nc1cccc(C)c1)c1ccc(F)cc1 (centres undefined) | 8 | -1 | -1 | 1.2 | -9 | 3.0 | 0.5 | -2 | 0 | -8
N/C(=N\OC(=O)CCc1ccccc1)c1ccccc1Cl | 1 | 0 | -13 | -1.0 | 6 | -0.5 | 0.2 | 2 | 1 | 1
COc1ccc(/C(O)=C2/C(=O)C(=O)N(Cc3cccnc3)C2c2ccco2)cc1OC (centres undefined) | 3 | -7 | -3 | 0.0 | -2 | 3.2 | -1.5 | -1 | -7 | 4
Fc1ccc(CSc2ncnc3sc4c(c23)CCCC4)cc1 | -4 | 2 | -1 | -0.3 | -11 | 0.7 | 2.1 | 6 | 10 | -7

Continued; the last 2 above are carried over.
SMILES | E coli Lon inh | SUMO1 PPI mod | bovine MsrA act | TbMetRS inhib | CendR NRP1 mod | MsrA inh | LMPTP inh | STEP inh | DNMT1 inh | Scp1 inh
COc1ccc(/C(O)=C2/C(=O)C(=O)N(Cc3cccnc3)C2c2ccco2)cc1OC (centres undefined) | 3 | -7 | -3 | 0.0 | -2 | 3.2 | -1.5 | -1 | -7 | 4
Fc1ccc(CSc2ncnc3sc4c(c23)CCCC4)cc1 | -4 | 2 | -1 | -0.3 | -11 | 0.7 | 2.1 | 6 | 10 | -7
Cc1ccc(C2CCN(C(=S)Nc3cccc(Cl)c3)C2)cc1 (centres undefined) | -2 | 0 | -3 | -0.1 | 5 | 0.0 | 2.6 | 2 | -4 | -8
CCCS(=O)(=O)Nc1c(C(=O)O)[nH]c2ccccc12 | -2 | -7 | 4 | -1.9 | 13 | -0.8 | -1.8 | 0 | -3 | 2
CCOC(=O)c1c(N)sc2c1CCC(C)C2 (centres undefined) | -8 | -1 | -1 | 0.4 | 0 | -0.8 | -0.2 | 1 | -7 | -11
N#C/C(=C\c1ccc(OCCN2CCOCC2)cc1)C(=O)Nc1ccc(S(N)(=O)=O)cc1 | -3 | -6 | -8 | -0.2 | -4 | 0.3 | 3.5 | 1 | -6 | 1
Cc1cc(/C=N/NC(=O)C(O)(c2ccccc2)c2ccccc2)c(C)n1-c1ccccc1 | 2 | -3 | -3 | -0.6 | -20 | 0.1 | 1.9 | 1 | -12 | -7
CCc1nc(SCC(=O)Nc2ccc(Br)cn2)n[nH]1 | -2 | -1 | -3 | -0.4 | -8 | 1.6 | -0.6 | -3 | -1 | ·
O=C(CCN1CCCCC1)NNC(=S)NC(=O)c1ccc(Br)cc1 | 7 | 6 | 2 | 1.0 | -7 | 1.0 | 1.9 | 3 | -2 | -2
O=C1Nc2ccccc2/C1=N/N=C/c1ccc(-c2ccc([N+](=O)[O-])cc2)o1 | 23 | -12 | 0 | -1.1 | 2 | 0.7 | 0.3 | 16 | 36 | 75*
O=C(CS(=O)(=O)Cc1ccccc1)Nc1nc2ccccc2s1 | -2 | 2 | -10 | -1.4 | -6 | -0.7 | -1.7 | -1 | 5 | -9
COc1ccc(S(=O)(=O)N2CCCC(C(=O)NCc3ccncc3)C2)cc1 (centres undefined) | 4 | 2 | -2 | -0.9 | -7 | -0.3 | 1.5 | 1 | -6 | 7
Cc1ccc(CCC(=O)NCc2ccccc2)o1 | 4 | 9 | -3 | -0.4 | -12 | -1.1 | -0.1 | -1 | -5 | -3
O=S(=O)(Cc1ccccc1)NCc1cccnc1 | 5 | 0 | -12 | -0.9 | -24 | 0.3 | -0.6 | 0 | 13 | 3
CCn1c(SCC(=O)Nc2nc(-c3ccccc3)cs2)nc2c1c(=O)n(C)c(=O)n2C | -2 | 2 | -3 | -0.1 | 2 | -0.7 | 0.2 | 11 | 7 | -7
O=C(c1ccc(S(=O)(=O)c2cccc(Cl)c2)c([N+](=O)[O-])c1)N1CCN(c2ccccn2)CC1 | 6 | -21 | -1 | -0.5 | -8 | 0.9 | 4.4 | 2 | 9 | 4
Cc1cc(C(=O)COC(=O)c2ccccc2O)c(C)n1Cc1cccs1 | -4 | -4 | -11 | -1.9 | 10 | -0.6 | 3.1 | 2 | 0 | -24
O=C(NCCc1cccs1)C1CC(c2cccc([N+](=O)[O-])c2)=NO1 (centres undefined) | 4 | -32 | -7 | 0.1 | 1 | 0.7 | -1.2 | 2 | 11 | -1
Cc1ccc(NC(=O)C(=O)NCCN2CCN(S(C)(=O)=O)CC2)cc1 | -3 | 0 | -3 | -0.2 | -10 | -1.4 | 0.0 | -2 | 3 | -6
O=C(Nc1ccnn1C1CCN(Cc2ccc(C#CCCO)cc2)CC1)c1cccc(F)c1 | -10 | 7 | -3 | -0.1 | 2 | 1.0 | -0.2 | 2 | 0 | -2
COc1ccc2c(c1)c(=O)cc(C)n2CC(=O)NCc1ccco1 | 7 | 2 | -4 | 0.1 | 0 | 1.0 | 1.1 | -3 | 20 | 23
CCOC(=O)N1CCN(CCC(=O)Nc2cccc(Cl)c2C)CC1 | 2 | 1 | -1 | -0.7 | -8 | 0.5 | -2.2 | -1 | -3 | -10
COc1cc(NC(C)CCc2ccccc2)cc(OC)c1OC (centres undefined) | -5 | 4 | -3 | -0.6 | 5 | 0.2 | 1.6 | 0 | -20 | -6
COc1ccc(C2c3ccc(O)cc3Oc3ncn(Cc4ccco4)c(=N)c32)cc1 (centres undefined) | -26 | -1 | -1 | 1.9 | 1 | -0.1 | 1.8 | -2 | 2 | -9
CCCCOc1ccc(S(=O)(=O)NC(=O)C2(C)CCN2C(=O)Cc2ccccc2Cl)cc1 (centres undefined) | 0 | 11 | -2 | -0.2 | 3 | 0.2 | -1.6 | -3 | 5 | ·
CC(C)Cc1ccc(C#N)c(SCC(N)=O)n1 | -3 | 4 | -2 | -0.1 | -4 | 0.9 | -1.4 | -3 | 4 | -11
NC(=O)C1=C[C@@H](c2ccc(C(F)(F)F)cc2)C[C@@H](OCCCCO)O1 | -6 | 1 | -2 | -0.1 | -3 | -0.1 | -1.2 | 0 | 0 | -10
COc1ccc(Cl)cc1NC(=O)CCNS(=O)(=O)c1cccc2nonc12 | -2 | -34 | 2 | -0.6 | 5 | 0.4 | 1.9 | -2 | -2 | -1
O=C(CCC1CCCC1)N1CCN(S(=O)(=O)c2ccc(Br)cc2)CC1 | 19* | -5 | -2 | 0.5 | 6 | 0.7 | 1.5 | 1 | 1 | -6
O=C(CN1C(=O)C2CC=CCC2C1=O)Nc1nnc(SCc2c(Cl)cccc2Cl)s1 (centres undefined) | 1 | 3 | -4 | -0.3 | -7 | 1.2 | -2.0 | 0 | -1 | -7
CC(=O)c1cn(CCOc2ccc(F)cc2)c2ccccc12 | -8 | 3 | -2 | -0.8 | 9 | 0.6 | -1.2 | -1 | -2 | -5
Cc1nc(CN2CCCCC2)c(O)c(=O)[nH]1 | -25 | -3 | -6 | -0.5 | -7 | 0.1 | -0.1 | -1 | -4 | -10
COc1ccc(O)c(C(=O)c2cnn(-c3ccc(Cl)cc3)c2)c1 | -9 | -12 | -4 | 0.5 | 7 | 0.3 | 4.0 | 6 | -1 | -10
CCCCC1CCC(C(=O)OC(C)C(=O)Nc2ccc(NC(C)=O)cc2)CC1 (centres undefined) | -16 | 3 | -2 | 0.6 | -6 | -1.2 | 1.9 | 0 | 7 | 29
CC(=O)N1CCN(C(=O)c2ccc(-n3c(C)ccc3C)cc2)CC1 | -4 | -1 | -9 | -1.1 | 1 | 0.4 | -0.5 | 0 | 4 | 6
CC(C)OP(=O)(OC(C)C)/C(C=O)=N\Nc1ccc([N+](=O)[O-])cc1 | -2 | -30 | -4 | 4.0 | 4 | 2.9 | -1.9 | -1 | -1 | -11
CC(=O)N1CCc2cc(S(=O)(=O)NC(CC(C)C)C(=O)Nc3ccc4c(c3)OCCO4)ccc21 (centres undefined) | 5 | 3 | -4 | -0.5 | -3 | -0.7 | 0.1 | 0 | -1 | -3
COc1ccc(COC(=O)C2=C(C)NC(=O)NC2c2cccc(OC)c2OC)cc1 (centres undefined) | -1 | 2 | -3 | -0.8 | -1 | -0.4 | 0.3 | 1 | 2 | -5
CCc1nc(-c2cc3ccc(C)cc3[nH]c2=O)no1 | -6 | -6 | -3 | -0.4 | 6 | 2.3 | -0.4 | 0 | 4 | -5
